High-throughput results (PubChem BioAssay)
ABCG2 block: human ABCG2 inhibition, ABCB1 as counter-screen; Q9UNQ0; IgMXP3 cells, JC-1 efflux, flow cytometry; inhibition, % at 6.6 µM; hit rate 0.1% among 190,000; AID 1325;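 active = inhibition above 80%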;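 note: 0% = DMSO and 100% = nicardipine control wells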
Target sequence (Q9UNQ0 whole entry, looked up): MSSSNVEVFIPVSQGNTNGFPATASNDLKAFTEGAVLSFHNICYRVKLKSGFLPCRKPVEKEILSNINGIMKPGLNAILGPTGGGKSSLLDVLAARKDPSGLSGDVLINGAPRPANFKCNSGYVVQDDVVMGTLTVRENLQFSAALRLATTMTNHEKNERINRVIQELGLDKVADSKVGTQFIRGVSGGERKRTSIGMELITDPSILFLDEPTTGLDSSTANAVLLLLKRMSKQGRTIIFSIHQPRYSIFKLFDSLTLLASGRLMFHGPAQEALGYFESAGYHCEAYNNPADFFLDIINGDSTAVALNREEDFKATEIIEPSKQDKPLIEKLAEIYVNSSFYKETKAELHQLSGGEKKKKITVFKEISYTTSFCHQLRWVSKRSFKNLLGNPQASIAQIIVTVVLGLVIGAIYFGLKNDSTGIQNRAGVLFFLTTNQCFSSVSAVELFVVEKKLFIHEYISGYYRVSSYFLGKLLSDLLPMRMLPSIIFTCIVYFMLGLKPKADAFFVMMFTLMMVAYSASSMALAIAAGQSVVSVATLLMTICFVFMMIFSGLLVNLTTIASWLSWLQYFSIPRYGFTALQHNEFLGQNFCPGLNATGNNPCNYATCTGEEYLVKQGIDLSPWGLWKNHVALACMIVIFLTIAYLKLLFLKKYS
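Incubation: cells with compound and JC-1, 10 min at 25 °C, rotating, no wash / Test system: IgMXP3 (ABCG2) plus far-red-tagged CCRF-Adr (ABCB1) cells / Compound dosing: one concentration, 6.6 µM final / Also added: JC-1 fluorescent substrate / Evaluation: efflux inhibition in percent versus controls / Detection: flow cytometry, 530 nm JC-1 signal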
Avidin fluor: avidin bead compound fluorescence profile | Avidin beads, compound fluorescence 488/530 nm, flow cytometry; active compounds read high | fluorescence (KMESF) at 10 µM | hit rate 0.38% among 220,000 | AID 1775; in the data active = fluorescence above about 47; note: inactives centre near 10
Mcl1-Noxa inh: Mcl-1/Noxa interaction inhibition | Q07820 | TR-FRET Mcl-1/Noxa peptide binding, 2 h | inhibition, % at 21.7 µM | hit rate 1.5% among 220,000 | AID 1022;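 active = compounds that cut the protein-peptide binding signal by more than 50% relative to plate controls in a single-dose test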;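 note: His-tagged Mcl-1 with rhodamine Noxa BH3 peptide and terbium anti-His antibody; 0% = Mcl-1 plus Noxa peptide wells and 100% = peptide-only wells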
Target sequence (Q07820 whole entry, looked up): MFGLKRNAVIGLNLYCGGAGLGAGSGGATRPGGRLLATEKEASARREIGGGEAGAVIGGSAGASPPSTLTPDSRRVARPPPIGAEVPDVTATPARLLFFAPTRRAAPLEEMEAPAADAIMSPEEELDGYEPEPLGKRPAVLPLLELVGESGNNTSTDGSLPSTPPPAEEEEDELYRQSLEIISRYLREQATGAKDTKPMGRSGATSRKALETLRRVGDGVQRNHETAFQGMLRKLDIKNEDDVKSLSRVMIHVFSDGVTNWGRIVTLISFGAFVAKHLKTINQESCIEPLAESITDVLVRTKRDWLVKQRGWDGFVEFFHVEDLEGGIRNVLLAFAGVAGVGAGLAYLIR
ABCB1 inh: inhibitors of human ABCB1 transporter, ABCG2 counter-screen; P08183; CCRF-Adr cells, JC-1 efflux, flow cytometry; inhibition, % at 6.6 µM; hit rate 0.067% among 190,000; AID 1326; in the data active = inhibition above about 40%;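 note: 0% = vehicle and 100% = reference inhibitor; higher value means more JC-1 retained so stronger ABCB1 efflux block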
Rab7 wt modul: dog Rab7 wildtype GTP binding, inhibitors and activators; GST-Rab7 beads, fluorescent GTP binding, flow cytometry; actives lie on both sides; untreated = 100%, excess cold GTP = 0%; GTP binding activity (percent of control), % at 10 µM; hit rate 0.055% among 190,000;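 active = fluorescent GTP binding to Rab7 beads changed by at least 20 points from the 100% baseline, either direction, mostly lower; inconclusive = compound itself probably fluorescent, or too few beads counted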;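 note: median green fluorescence of bound Bodipy-FL-GTP per Rab7 bead population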
Rab2 wt GTP: changes GTP binding to wildtype dog Rab2A, up or down; P61105; GST-Rab2 wt beads, Bodipy-GTP binding, flow cytometry; GTP binding activity, % at 10 µM; hit rate 0.19% among 190,000;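 active = GTP binding activity at least 20 points away from 100%, either lowered or raised; inconclusive = signal likely due to the compound's own green fluorescence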;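 note: 0% = beads with excess unlabeled GTP and 100% = no-compound control corrected for plate trend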
Cdc42 wt GTP: changes GTP binding to wildtype human Cdc42; GST-Cdc42 beads, Bodipy-GTP binding, flow cytometry; actives lie on both sides; percent activity (GTP binding), % at 10 µM; hit rate 0.2% among 190,000;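 active = percent activity GTP binding at least 20 points away from the 100% baseline, either down as inhibitor or up as activator; inconclusive = compound flagged as likely green fluorescent from well-wide comparison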;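 note: median bead fluorescence of bound Bodipy-FL-GTP at 100 nM; 0% = excess unlabeled GTP control and 100% = no compound control; below 100% means less GTP binding so inhibitor and above means activator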
HRas wt GTP bind: human HRas wildtype GTP binding, change in either direction; P01112; GST-Ras wt beads, Bodipy-FL-GTP binding, flow cytometry; actives lie on both sides; GTP binding activity, % at 10 µM; hit rate 0.14% among 190,000; AID 759;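 active = GTP binding activity at least 20% away from the 100% baseline, either lowered as inhibitor or raised as activator; inconclusive = flagged as likely green fluorescent, judged across all proteins in the well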;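 note: 0% = unlabeled GTP competition control and 100% = no-compound control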
Pf gamet viab: P. falciparum stage V gametocyte viability inhibition; P. falciparum stage V gametocytes, ATP luminescence, 24 h; inhibition, % at 10.9 µM; hit rate 0.065% among 150,000;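 active = inhibition above the mean plus 3 SD of compounds within the control limits, set per campaign, cut at about 38% in these data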;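 note: 0% = DMSO wells and 100% = medium only without gametocytes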
Rac1 wt GTP bind: alters GTP binding to wildtype human Rac1 | P63000 | GST-Rac1 beads, fluorescent GTP binding, flow cytometry; actives lie on both sides; 0 = cold GTP competed, 100 = untreated | GTP binding activity (% of control), % at 10 µM | hit rate 0.27% among 190,000 | AID 757;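 active = GTP binding activity at least 20 points away from the 100% control level, either lower or higher; inconclusive = compound flagged as likely green fluorescent, judged across all proteins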
Rac1 mut GTP: modulators of GTP binding to human Rac1 activated mutant; P63000; percent activity (GTP binding), % at 10 µM; AID 764; GST-Rac1 activated beads, fluorescent GTP binding, flow cytometry; actives lie on both sides; 100% means binding = to untreated wells; hit rate 0.11% among 190,000;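 active = GTP binding at least 20 percentage points away from the 100% baseline, in either direction, so actives lie on both sides; inconclusive = Compound likely fluorescent itself, or too few beads counted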
An asterisk follows results filed as active; ? = inconclusive; nt = not tested or not shown. Not a hit list; overall some 2.3% were active at least once.

The line under a structure holds: ABCG2 block	Avidin fluor	Mcl1-Noxa inh	ABCB1 inh	Rab7 wt modul	Rab2 wt GTP	Cdc42 wt GTP	HRas wt GTP bind	Pf gamet viab	Rac1 wt GTP bind	Rac1 mut GTP
[1] O=c1c(F)cn(C2CCCO2)c(=O)n1Cc1c(Cl)cccc1Cl (stereo unspecified)
→ 5	19	5	1.5	106	102	102	102	-3	103	97
[2] CCOC(=O)Cc1csc(NC(=O)C(C)c2ccc([N+](=O)[O-])cc2)n1 (stereo unspecified)
→ 3	8	5	0.7	90	93	95	96	-3	93	96
[3] O=C(Nc1nccs1)c1ccc(Cl)s1
→ 6	8	13	0.3	100	99	100	100	nt	102	97
[4] O=C(CSc1nnc(-c2ccccc2)o1)N1CCc2ccccc2C1
→ 1	8	7	0.0	104	102	102	103	22	108	99
[5] CC(NC(=O)C(=O)NN=C1CCCCCC1)c1ccccc1 (stereo unspecified)
→ 0	9	6	-0.1	106	103	110	106	10	109	104
[6] CCOC(=O)c1c(NC(=O)CSc2nnnn2C)sc(C)c1-c1ccc(C)cc1
→ 4	7	12	0.9	97	99	98	101	nt	102	100
[7] COc1ccc(CCNC(=O)CSc2nc3[nH]ncc3c(=O)[nH]2)cc1OC
→ 1	6	13	-0.1	102	97	99	96	-5	100	94
[8] CCOC(=O)C1=C(CN2CCSCC2)NC(=O)NC1c1cccc([N+](=O)[O-])c1 (stereo unspecified)
→ 6	9	5	1.2	106	97	99	99	9	101	96
[9] CCC(C)NS(=O)(=O)c1ccc(S(=O)(=O)N2CCCC3(CCCCC3)C2)cc1 (stereo unspecified)
→ 1	29	-4	0.5	103	101	103	100	nt	104	100
[10] CCc1ccccc1NC(=O)CN1CCC(NC(=O)COC)CC1
→ 4	10	7	0.7	98	99	100	99	-8	101	97
[11] CC(NC(=O)c1ccc(F)cc1)c1ccc(F)cc1 (stereo unspecified)
→ 4	13	3	-0.2	95	98	99	100	-12	103	101
[12] O=C(N/N=C/c1ccccn1)C12CC3CC(CC(C3)C1)C2
→ 3	4	6	0.0	101	100	102	101	3	105	102
[13] CC1CCC2(CC1)NC(=O)N(Cc1cccc(C(F)(F)F)c1)C2=O (stereo unspecified)
→ 1	26	11	0.5	?	?	?	?	4	?	?
[14] COc1ccc(N2CCN(C(=O)c3cc4c(-c5cccc(OC)c5)nn(C)c4s3)CC2)cc1
→ 40	29	17	21	96	98	102	98	nt	101	96
[15] CCCN(Cc1ccc(N(CC)CC)cc1)CC1CC1
→ 2	14	6	1.0	102	99	102	99	nt	101	98
[16] CC(C)Cc1nc(C(N)=O)c2[nH]c(=O)n(-c3ccc(F)cc3)c2n1
→ 2	6	-5	0.1	100	99	98	98	nt	95	97
[17] COc1ccc(CCNC(=O)CSc2nc3ccccc3o2)cc1OC
→ 5	16	9	0.6	94	97	97	98	5	95	96
[18] COCCn1c(SC(C)C(=O)Nc2ccc(Cl)cn2)nnc1-c1ccncc1 (stereo unspecified)
→ 7	9	3	0.8	95	94	96	95	-3	99	95
[19] S=C(Nc1ccc(Cl)cc1)N(CCCN1CCOCC1)Cc1cccs1
→ 4	10	23	2.3	94	93	98	96	12	96	96
[20] Cc1ccc(S(=O)(=O)Nc2cc(C(F)(F)F)ccc2N2CCOCC2)c(C)c1
→ 1	12	-7	0.1	97	93	95	98	nt	100	97
[21] O=C(NC1CCCCC1)c1ccc(CN2CCOCC2)cc1
→ 12	38	14	0.8	102	99	100	100	nt	103	98
[22] COCCSc1nc2c(c(=O)[nH]c(=O)n2C)n1Cc1cccc(C)c1
→ 1	25	-16	0.1	104	103	107	104	nt	108	101
[23] Cc1cccc(NC(=O)CS(=O)(=O)c2cn(CC(=O)N3CCOCC3)c3ccccc23)c1
→ 9	9	6	0.5	94	98	99	99	3	101	94
[24] N#CC(C(=O)NC1CCCCC1)=C1CCCCCC1
→ 0	2	-7	-0.5	102	96	96	100	-7	101	98
[25] CSc1ccc(/C=N/N2CCN(Cc3ccccc3)CC2)cc1
→ 0	10	-10	-0.2	101	97	96	100	8	100	97
[26] Cc1cc(S(=O)(=O)NCc2ccccc2)ccc1OCC(=O)NCC1CCCO1 (stereo unspecified)
→ 17	8	4	0.3	93	95	94	95	-8	95	92
[27] Cc1ccc(C(=O)OCC(=O)Nc2cc(F)ccc2F)cc1NC(=O)c1ccco1
→ 4	13	2	1.0	99	101	102	101	-104	97	100
[28] Cc1ccc(/C(N)=N/OC(=O)c2cc(-c3ccccc3)nc3ccccc23)cc1
→ 2	9	8	0.3	99	98	100	99	9	98	94
[29] CCOC(=O)c1ccc2c(c1)N(CC(=O)N1CCCC1)C(=O)C(C)(C)O2
→ 0	37	-4	0.0	95	97	98	97	-12	97	94
[30] COCCNS(=O)(=O)c1ccc(-c2ccc(S(=O)(=O)NCCOC)cc2)cc1
→ 1	24	0	0.1	99	99	102	106	nt	103	99
[31] Cc1[nH]nc2c1C(c1ccc(Cl)cc1)C(C#N)=C(N)O2 (stereo unspecified)
→ -2	6	3	-2.0	?	?	?	?	-10	?	?
[32] O=S1(=O)CCN2C(c3ccc4c(c3)CCCC4)=CSC2=N1
→ 2	5	2	0.5	100	100	101	100	-5	103	100
[33] Cc1cc(=S)c2cccc(C)c2[nH]1
→ 2	10	28	0.3	104	99	98	101	2	98	95
[34] O=C(Nc1ccccc1Cl)c1ccccc1Cl
→ 3	20	-9	0.8	107	103	102	104	-26	98	97
[35] Cc1ccc2c(c1)c(=O)c(Br)c(C)n2Cc1ccccc1
→ 9	11	9	0.4	98	98	100	100	21	101	98
[36] COc1ccc2[nH]c3c(=O)n(Cc4ccc(C(=O)N5CCC(C(N)=O)CC5)cc4)c(=S)[nH]c3c2c1
→ -4	11	61*	-1.6	?	?	?	?	24	?	?
[37] O=C(Oc1c(-c2ccccc2)oc2ccccc2c1=O)c1ccccc1
→ 5	11	4	1.2	97	99	99	99	14	102	99
[38] COc1ccc2[nH]c(=O)c(CN(CCO)S(=O)(=O)c3ccc(C)cc3)cc2c1
→ 0	12	4	-0.1	101	99	99	99	0	102	99
[39] CNC(=S)N(Cc1cc2cc(C)cc(C)c2[nH]c1=O)C1CCCC1
→ 2	12	20	2.4	100	96	98	97	-10	99	99
[40] COC(=O)c1cc(Cl)c(N)cc1OC
→ 16	20	-14	0.1	100	99	99	100	12	104	98
[41] NC(=O)CC[C@@H]1NC(=O)[C@H](Cc2ccccc2)NC(=O)[C@H](Cc2ccc(O)cc2)NC(=O)[C@@H](N)CSSC[C@@H](C(=O)N2CCC[C@H]2C(=O)N[C@@H](CCCN=C(N)N)C(=O)NCC(N)=O)NC(=O)[C@H](CC(N)=O)NC1=O
→ 0	6	8	0.0	96	101	103	100	nt	100	101
[42] CCOC(=O)C(C)n1ncn2cccc2c1=O (stereo unspecified)
→ 2	31	12	0.1	99	100	100	101	nt	102	100
[43] COCCn1cnnc1SCC(=O)Nc1cccc(S(=O)(=O)N2CCCCCC2)c1
→ 2	8	2	0.1	96	97	97	97	18	104	98
[44] Cc1ccc(C(=O)C2Oc3ccccc3C3CC(c4ccc(C)cc4)=NN23)cc1 (stereo unspecified)
→ 1	2	-3	0.8	99	96	102	99	-4	101	99
[45] CCOC(=O)c1sc(-c2ccc(F)cc2)cc1NC(=O)Nc1ccccc1OC
→ 66	26	17	0.1	97	96	100	97	12	102	97
[46] Cc1ccc(C(=O)C[n+]2ccc(Cc3ccccc3)cc2)cc1
→ 1	10	2	0.4	102	98	99	96	4	101	96
[47] Cc1ccccc1N1C(=O)C(Cl)=C(N2CCCCCC2)C1=O
→ 3	7	31	5.2	97	101	100	98	-8	103	97
[48] O=C(CN1C(=O)CC(c2ccco2)Sc2ccccc21)NCC1CCCO1 (stereo unspecified)
→ 0	14	9	0.2	100	97	96	99	nt	103	98
[49] COc1c(Cl)cc(Cl)cc1CNCc1ccccc1
→ 1	20	24	1.0	104	100	95	99	7	97	95
[50] CCC1CCC(c2nnc(-c3ccc(Br)cc3)o2)CC1 (stereo unspecified)
→ 10	7	3	nt	97	90	93	94	12	93	93

Other entries follow.
The line under a structure holds: ABCG2 block	Avidin fluor	Mcl1-Noxa inh	ABCB1 inh	Rab7 wt modul	Rab2 wt GTP	Cdc42 wt GTP	HRas wt GTP bind	Pf gamet viab	Rac1 wt GTP bind	Rac1 mut GTP
[51] CCOC(=O)NC(CC(=O)O)c1ccc(OC)cc1 (stereo unspecified)
→ 8	12	9	0.2	103	105	107	104	-18	109	101
[52] COC(=O)c1c(C)[nH]c(O)c1C=Nc1ccc(C#N)cc1
→ 31	11	7	0.3	98	94	95	95	1	96	94
[53] Cc1ccccc1-c1nc2ccccc2c(=O)n1/N=C/c1ccccc1[N+](=O)[O-]
→ 2	12	3	0.6	99	100	102	99	22	104	98
[54] COc1ccc(CCc2nnc(CCC(=O)NCc3cnn(-c4ccccc4C)c3)o2)cc1
→ 2	7	0	0.9	97	98	95	97	-3	98	97
